# Bioassay records: PubChem BioAssay, National Center for Advancing Translational Sciences (NCATS)
# MmCpn inh = M. maripaludis TRiC chaperonin inhibition; purified Mm-Cpn ATPase, ADP Transcreener TR-FRET; Potency, µM (series often up to 76.9 µM), for the others: at the top dose activity, negative = inhibition, hits mostly inhibitors; 0.031% of 330,000 active; note: potency is the fitted concentration of half-maximal effect; % is set by controls: 0 for no effect and ±100 for the full control effect; nearly all actives have a fitted effect of over 80% in size
#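 25 nM Mm-CPN + cpd, 10 min 37°C; + 10 uM ATP, 30 min 37°C; buffer 30 mM Tris pH 7.4, 100 mM KCl, 5 mM MgCl2, 1 mM DTT; Transcreener ADP HTRF detection 30 min RT.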
# EPAC2 antagonist = antagonists of human EPAC2. 0.18% of 360,000 active. AID 720708. Potency, µM (series often up to 114 µM), inactives show at the top dose activity, negative = inhibition, hits mostly inhibitors. Q8WZA2. EPAC2 GEF exchange of Rap1B-BODIPY-GDP, fluorescence; note: potency is the fitted concentration of half-maximal effect; % is set by controls: 0 for no effect and ±100 for the full control effect; nearly all actives have a fitted effect of over 45% in size; many of its hits are not listed in these tables
# EPAC1 agonist = activates human EPAC1 exchange factor | AID 720707 | O95398 | Potency, µM (doses to about 154 µM), without a hit: at the top dose activation, hits mostly activators | 0.073% of 360,000 active | EPAC1 agonist qHTS, biochemical assay; response scale: 100% = response to 6.5 mM cAMP; note: potency is the fitted concentration of half-maximal effect; nearly all actives have a fitted effect of over 60% in size
#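 Normalized to 6.5 mM cAMP, activity reflects EPAC1-catalysed release of BODIPY-GDP from Rap1B, followed kinetically over 30 min at 480 nm excitation, 540 nm emission. Reaction contained 100 nM EPAC1, 250 nM Rap1B-BODIPY-GDP, 50 uM GDP.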
# PLK1 PBD block = blocks phosphopeptide binding to human PLK1 polo-box domain; P53350; Plk1 PBD binding of FITC phosphopeptide, fluorescence polarization; Potency, µM, without a hit: max response, negative = inhibition, usual class: inhibitors; 2.8% of 360,000 active; AID 720504; note: potency is the fitted concentration of half-maximal effect; series mostly up to about 57 µM; % is set by controls: 0 for no effect and ±100 for the full control effect; nearly all actives have a fitted effect of over 65% in size
# Target sequence (P53350 whole entry, looked up, the tested form may be a part): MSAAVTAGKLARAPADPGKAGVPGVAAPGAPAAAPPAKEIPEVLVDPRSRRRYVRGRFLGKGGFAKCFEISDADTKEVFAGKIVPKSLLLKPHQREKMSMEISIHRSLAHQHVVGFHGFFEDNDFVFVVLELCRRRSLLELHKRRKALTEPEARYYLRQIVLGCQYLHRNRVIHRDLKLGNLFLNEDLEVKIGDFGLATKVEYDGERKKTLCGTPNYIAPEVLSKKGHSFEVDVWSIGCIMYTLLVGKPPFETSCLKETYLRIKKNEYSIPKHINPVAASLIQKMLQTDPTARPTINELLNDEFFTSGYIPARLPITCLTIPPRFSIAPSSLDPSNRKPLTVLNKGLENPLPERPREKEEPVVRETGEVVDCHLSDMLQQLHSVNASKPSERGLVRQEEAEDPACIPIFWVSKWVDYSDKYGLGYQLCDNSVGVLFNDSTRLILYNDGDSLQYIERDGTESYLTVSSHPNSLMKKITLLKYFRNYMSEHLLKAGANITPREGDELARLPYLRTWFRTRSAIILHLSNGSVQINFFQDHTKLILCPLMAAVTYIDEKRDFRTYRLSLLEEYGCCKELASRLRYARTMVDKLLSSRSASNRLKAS
# EPAC1 antagonist = blocks human EPAC1 exchange factor. O95398. EPAC1 GEF assay, Rap1b-BODIPY-GDP exchange fluorescence. Potency, µM (doses to about 115 µM), for the others: at the highest dose activity change, negative = inhibition, hits mostly inhibitors. 0.14% of 360,000 active. AID 720709;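 note: potency is the fitted concentration of half-maximal effect; plate controls were vehicle for no effect and positive control for full effect; nearly all actives have a fitted effect of over 50% in size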
# PI5P4K alpha inh = blocks human PI5P4K alpha kinase activity; 1.2% of 330,000 active; max response, %; PI5P4Kalpha enzyme, ADP-Glo luminescence, 60 min; stronger effect = lower value; P48426; active = max response of -50% or lower; inconclusive = between -30% and -50%; inactive = -30% or higher; note: value at the top dose of about 77 µM; % is set by controls: 0 for no effect and ±100 for the full control effect
# Target sequence (P48426 whole entry, looked up): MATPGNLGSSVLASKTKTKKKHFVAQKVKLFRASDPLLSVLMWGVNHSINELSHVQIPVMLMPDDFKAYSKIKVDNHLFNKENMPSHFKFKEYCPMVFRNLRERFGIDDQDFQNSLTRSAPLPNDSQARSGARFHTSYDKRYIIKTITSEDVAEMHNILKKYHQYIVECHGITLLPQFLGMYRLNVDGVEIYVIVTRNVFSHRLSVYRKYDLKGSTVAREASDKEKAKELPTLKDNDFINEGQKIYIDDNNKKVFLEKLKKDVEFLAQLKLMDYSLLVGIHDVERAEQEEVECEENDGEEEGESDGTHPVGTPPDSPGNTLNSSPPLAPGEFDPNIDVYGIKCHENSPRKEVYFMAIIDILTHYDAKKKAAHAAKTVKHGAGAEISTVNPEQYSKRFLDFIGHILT
#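 PI5P4Kalpha ADP-Glo assay; 5 microM ATP final; 60 min RT reaction; HEPES pH 7.4/EGTA/CHAPS, 5% DMSO; controls lacking substrate or enzyme; luminescent end-point.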
# CCT chaperon mod = changes cytosolic chaperonin activity | purified chaperonin ATPase assay, HTRF ADP detection, 30 min | activity change, % (concentration not given with the values), hits read low | 0.3% of 360,000 active; in the data active = activity change below about -30%; note: % is set by controls: 0 for no effect and ±100 for the full control effect
#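 ATPase activity: ADP formed was measured by HTRF Transcreener (665/615 nm ratio) after 30 min at 37 deg C with 10 uM ATP. Compounds screened at one 76 uM concentration against 40 or 20 nM TRiC in Tris pH 7.4/KCl/MgCl2/DTT buffer.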
# WRN inhibitor = inhibitors of human WRN helicase | Potency, µM (highest dose often 114 µM), without a hit: at the top dose activity change, negative = inhibition, usual class: inhibitors | WRN helicase unwinding, fluorescent forked duplex, kinetic | Q14191 | 0.46% of 360,000 active; note: potency is the fitted concentration of half-maximal effect; % is set by controls: 0 for no effect and ±100 for the full control effect; nearly all actives have a fitted effect of over 55% in size
#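 Primary qHTS, 1536-well format. 20 nM WRN + compound, 15 min RT; start with 100 nM forked fluorophore/quencher duplex, 2 mM ATP (final); kinetic read ex 525/em 598 nm.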
# * hit, by the source's call; ? = inconclusive; . = not tested or not shown; [ ] = remark or other dose. Unless noted, calls come from the whole dose curve; as a rule, active = well fitted curve in the direction sought with a large enough effect; inconclusive = small, poorly fitted or top-dose-only effect, or another doubt; inactive = no such curve, though single readings can be large; an effect the other way counts as inactive or inconclusive.
SMILES,MmCpn inh,EPAC2 antagonist,EPAC1 agonist,PLK1 PBD block,EPAC1 antagonist,PI5P4K alpha inh,CCT chaperon mod,WRN inhibitor
O=C(CCCc1ccccc1)N1CCN(C2CCCCC2)CC1,2%,12%,1%,-10%,-21%,4,-3.0,7%
Cc1nc(NCCc2ccc(F)cc2)c2nnn(Cc3ccccc3)c2n1,0%,-3%,13%,-12%,3%,4,-1.4,7%
CC1Cc2ccccc2N1C(=O)c1ccc(N2CCCCC2)c([N+](=O)[O-])c1 (configuration not stated),-1%,4%,10%,1%,-7%,13,-2.2,-5%
CC1(C)OC(C(=O)NC2CCCCC2)C(C(=O)NC2CCCCC2)O1 (configuration not stated),-2%,-4%,6%,-2%,7%,.,-1.9,-8%
COc1ccc(OC)c(C(=O)Cn2nnc3ccccc3c2=O)c1,-1%,-3%,5%,-8%,1%,.,-0.4,6%
COc1ccc(-n2c(=O)/c(=C\c3cccs3)s/c2=C(/C#N)C(=O)NCCN2CCOCC2)cc1,2%,-4%,-6%,26%,-4%,3,-1.8,-4%
O=C(Nc1c(-c2ccc3c(c2)OCO3)[nH][nH]c1=O)c1cccc(C(F)(F)F)c1,.,11%,-7%,-13%,21%,5,2.2,2%
O=C(c1ccc2c(c1)OCO2)N(c1ccc(Cl)cc1)C1C=CS(=O)(=O)C1 (configuration not stated),2%,0%,-8%,1%,12%,.,-0.9,-4%
Cc1cc(C)n(-c2ccc(C(=O)Nc3ccccn3)cc2)n1,2%,-2%,3%,-17%,-4%,.,-0.1,2%
CCN(C[C@H]1N[C@@](CC)(C(=O)OC)[C@H]2C(=O)N(Cc3ccccc3)C(=O)[C@@H]12)S(=O)(=O)c1ccc(OC)cc1,1%,-12%,-13%,-5%,-6%,6,-1.2,-4%
Cc1ccc(-n2ncc3c(=O)n(CC#N)cnc32)cc1C,0%,-9%,5%,-6%,-15%,8,1.2,-6%
COc1ccc(C(=O)c2nccc3cc(OC)c(OC)cc23)cc1OC,-8%,-4%,12%,3%,-5%,-3,-0.8,-12%
CCCCNS(=O)(=O)c1ccc(NC(=O)c2cccs2)cc1,-1%,-16%,-1%,-13%,-20%,0,-2.6,-6%
O=C1N=C(N2CCN(c3ccccc3)CC2)S/C1=C\c1cn[nH]c1-c1ccccc1,-1%,-1%,8%,-12%,-27%,-51*,-0.3,2%
CC(C)N(C(=O)N1CCC(c2nc(-c3ccncc3)no2)CC1)C(C)C,3%,16%,-3%,0%,2%,.,2.8,-1%
CC(C)c1ccc(CC(=O)N2CCC2(C)C(=O)NS(=O)(=O)c2cccc(C#N)c2)cc1 (configuration not stated),.,0%,7%,-5%,-16%,-2,0.3,12%[57.1 µM]
COc1ccc(CCN=C(N)NS(=O)(=O)c2cccs2)cc1,0%,4%,9%,3%,3%,2,-1.3,3%
Cc1ccc(-c2nc(C#N)c(NCc3cccc4c3OCO4)o2)cc1,-7%,-18%,23%,-1%,-10%,.,-1.8,-24%
CCOC(=O)N1C(=O)c2cc(OC)ccc2S1(=O)=O,0%,-1%,6%,?,0%,-10,-6.1,4%
NC(=O)c1nnn(-c2nonc2N)c1-c1ccc([N+](=O)[O-])cc1,-2%,-5%,4%,-9%,-14%,6,-0.2,-4%
Cc1c(NC(=O)c2ccc(S(=O)(=O)N3CCOCC3)cc2)cccc1[N+](=O)[O-],?,1%,-3%,-6%,-4%,-5,0.6,-16%
Cn1nnnc1SCc1nnc(-c2ccccc2Br)o1,0%,9%,10%,2%,-3%,-25,-0.7,-13%
Cc1nnc(SC(C)C(=O)Nc2ncc(Cl)cc2Cl)n1Cc1ccccc1 (configuration not stated),0%,4%,3%,-6%,7%,-10,-22,10%
COc1ccc(C(=O)NCC(=O)OCC(=O)NC2CCCCCC2)cc1,-1%,0%,2%,-12%,2%,1,-6.7,-20%
CCCS(=O)(=O)NC(=O)C1(C)CCN(C(=O)c2ccc(C(=O)OC)cc2)C1 (configuration not stated),.,6%,-2%,-2%,10%,3,-1.2,-2%
Cc1ccc(Nc2nnc(SCC(=O)NC3CCCc4ccccc43)s2)cc1 (configuration not stated),-2%,-4%,7%,-3%,-22%,3,0.6,-8%
COc1cc(C=O)ccc1OC(=O)c1ccncc1,2%,9%,-2%,-13%,7%,-7,0.6,6%
CCOC(=O)c1c(C)[nH]c(C(=O)OCC(=O)Nc2cc(C)ccc2OC)c1C,?,-11%,6%,-2%,7%,-3,0.9,-17%
COC(=O)c1nn(-c2cccc(Cl)c2)ccc1=O,0%,8%,6%,-9%,-8%,-2,-3.7,1%
O=C(Nc1cccc(Cl)c1)c1ccc(F)c(S(=O)(=O)NCc2cccs2)c1,-3%,-3%,-16%,-3%,-16%,6,-0.1,-12%[57.1 µM]

# In another format: results already given.
compound | MmCpn inh | EPAC2 antagonist | EPAC1 agonist | PLK1 PBD block | EPAC1 antagonist | PI5P4K alpha inh | CCT chaperon mod | WRN inhibitor
COc1cc(C=O)ccc1OC(=O)c1ccncc1 | 2% | 9% | -2% | -13% | 7% | -7 | 0.6 | 6%
CCOC(=O)N1C(=O)c2cc(OC)ccc2S1(=O)=O | 0% | -1% | 6% | ? | 0% | -10 | -6.1 | 4%
NC(=O)c1nnn(-c2nonc2N)c1-c1ccc([N+](=O)[O-])cc1 | -2% | -5% | 4% | -9% | -14% | 6 | -0.2 | -4%
Cc1ccc(Nc2nnc(SCC(=O)NC3CCCc4ccccc43)s2)cc1 (configuration not stated) | -2% | -4% | 7% | -3% | -22% | 3 | 0.6 | -8%
CC(C)c1ccc(CC(=O)N2CCC2(C)C(=O)NS(=O)(=O)c2cccc(C#N)c2)cc1 (configuration not stated) | . | 0% | 7% | -5% | -16% | -2 | 0.3 | 12%[57.1 µM]

# New compounds follow
SMILES,MmCpn inh,EPAC2 antagonist,EPAC1 agonist,PLK1 PBD block,EPAC1 antagonist,PI5P4K alpha inh,CCT chaperon mod,WRN inhibitor
CCOc1ccc(C(C)=O)cc1CSc1nnc(N)s1,-4%,0%,-1%,-5%,-6%,-11,-3.4,1%
CC(=O)Nc1ccc(C(=S)NCC2(N(C)C)CCCCC2)cc1,2%,24%,-5%,-21%,25%,8,1.1,5%
COc1ccc(N(CC(=O)NCCSCc2ccccc2C)S(=O)(=O)c2ccccc2)cc1,-2%,4%,2%,-1%,-2%,1,1.5,-7%
CC1(C(=O)Nc2ccc3[nH]ncc3c2)CCN1C(=O)C1(c2ccccc2)CC1 (configuration not stated),.,10%,-3%,-11%,-4%,-5,-3.6,-6%
C/C(=N\NC(=O)CSCc1ccc([N+](=O)[O-])cc1)c1ccccc1,-6%,?,5%,-3%,-12%,2,0.9,-11%
CC(NC(=O)C1CCCN1S(=O)(=O)c1cccc2cccnc12)c1ccccc1 (configuration not stated),-2%,-6%,5%,-22%,-9%,1,-4.0,0%
Cc1ccc(-c2noc(CNC(=O)COc3ccccc3C)n2)cc1,-4%,-5%,-1%,-7%,-5%,2,-0.2,-32%
S=C(Nc1ccc(Oc2ccccc2)cc1)NC1CCCCC1,1%,-8%,7%,1%,-9%,-1,-0.2,-10%
Cc1oc(-c2cccc3ccccc23)nc1CN1CCN(c2ncnc3ccccc23)CC1,-1%,-9%,10%,5%,-19%,-1,1.0,-3%
Cc1ccccc1-c1nnc(CN2CCN(C(=O)c3ccco3)CC2)o1,3%,-4%,8%,-9%,4%,-3,0.1,4%[57.1 µM]
Cc1oc2cc([N+](=O)[O-])c(O)c([N+](=O)[O-])c2c1C(=O)c1ccc(Br)cc1,0%,?,-9%,?,-18%,?,0.7,-7%
Cc1ccc(C(=O)NCC(=O)NCC(c2cccs2)N2CCOCC2)cc1 (configuration not stated),1%,1%,-4%,-3%,14%,-11,-17,-4%
COc1ccc(Cl)cc1C(=O)Nc1ccncc1,1%,4%,0%,-11%,-3%,-2,0.3,-23%
C/C(=N\N=C(N)N)c1ccc(Cl)cc1,-1%,0%,5%,-4%,-8%,0,-0.2,-13%
CCn1c(N2CCN(CC(=O)Nc3cccc(C)c3C)CC2)nc2ccccc21,0%,1%,0%,-5%,-17%,0,-4.6,-2%
CS(=O)(=O)Nc1ccccc1C(=O)NCCSc1ccccc1,-1%,4%,-8%,-4%,-9%,3,-1.0,-13%
O=C(O)c1ccc(N2C(=O)CSC2=S)cc1,.,8%,5%,-10%,13%,-6,2.1,3%[11.6 µM]
COCCn1c(SC)nnc1-c1c[nH]c2ccccc12,0%,-8%,2%,-10%,-23%,0,0.0,0%
Cc1cc(C(F)(F)F)nn1CC(=O)N(C)c1ccccc1,3%,-6%,0%,-5%,15%,5,0.1,9%
CC(=O)c1c(C)[nH]c(C(=O)OCC(=O)N(C)C)c1C,1%,1%,5%,-5%,2%,.,-2.6,-6%
CCCCNC(=O)c1cc2cc(CC)ccc2[nH]1,-26%,12%,0%,-10%,9%,-3,-1.6,-3%
Cn1c(NNC(=O)C(c2ccccc2)c2ccccc2)cc(=O)n(C)c1=O,-1%,-1%,7%,?,7%,1,0.1,-2%
COc1cccc(-c2cc(C(F)(F)F)n3ncc(S(=O)(=O)c4ccccc4)c3n2)c1,-1%,-5%,2%,-2%,-14%,.,0.0,5%
CN(CC(=O)Nc1ccc(Cl)cc1)C1CCCCC1,-3%,16%,-11%,1%,-1%,5,-3.7,6%
O=C(CCn1c(=O)[nH]c2ccccc2c1=O)NCCCN1CCN(c2cccc(Cl)c2)CC1,-1%,11%,5%,-8%,10%,.,2.6,5%
C/C(Cc1ccccc1)=N/NC(=O)CCCC(=O)N/N=C(/C)Cc1ccccc1,-2%,5%,12%,-15%,-8%,3,1.2,0%
Cc1ccc(C(=O)NNC(=O)CCN2C(=O)C3CCCCC3C2=O)cc1 (configuration not stated),0%,4%,8%,-4%,11%,3,-2.1,0%
Cc1ccc(-c2ccc(SCC(=O)NC3CCCCC3)nn2)cc1,?,-1%,-3%,-9%,-22%,1,-1.8,-21%
CC(=O)c1cccc(NC(=O)c2cc(-c3ccncc3)nc3ccccc23)c1,1%,2%,-8%,-8%,-6%,-1,-3.6,3%
Fc1ccc(-c2nc3ccncc3[nH]2)cc1,1%,15%,-3%,?,-7%,-11,-0.2,-7%
COc1ccc(/C=C2\C(=O)ON=C2c2ccccc2)cc1OC,2%,6%,4%,3µM*,0%,-62*,1.8,-9%
CN(CC(=O)Nc1c(Cl)cccc1Cl)C(=O)C1CC(=O)N(Cc2ccccc2)C1 (configuration not stated),-15%,1%,-7%,-7%,-6%,5,0.1,-8%
O=C(c1cc(-c2ccc(Br)cc2)on1)N1CCCCCC1,1%,4%,5%,5%,-21%,1,0.7,-5%
CCCCSc1nc(C(=O)O)cc(=O)[nH]1,-2%,-2%,0%,2%,7%,-6,0.6,0%

# Some of the compounds tested; the hit share may differ from the screen's.
